# Screens from PubChem.
# TAAR1 ag: human TAAR1 agonism. Q96RJ0. actives 0.99% (n = 360,000). activation, % at 3 µM. AID 624467. CHO RD-HGA16 TAAR1, Fluo-8 calcium fluorescence; vehicle wells 0%, saturating PEA agonist 100%;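 active = activation above the mean activation of all test compounds in the run plus 3 SD, cut at about 38% in these data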
# Target sequence (Q96RJ0 whole entry, looked up): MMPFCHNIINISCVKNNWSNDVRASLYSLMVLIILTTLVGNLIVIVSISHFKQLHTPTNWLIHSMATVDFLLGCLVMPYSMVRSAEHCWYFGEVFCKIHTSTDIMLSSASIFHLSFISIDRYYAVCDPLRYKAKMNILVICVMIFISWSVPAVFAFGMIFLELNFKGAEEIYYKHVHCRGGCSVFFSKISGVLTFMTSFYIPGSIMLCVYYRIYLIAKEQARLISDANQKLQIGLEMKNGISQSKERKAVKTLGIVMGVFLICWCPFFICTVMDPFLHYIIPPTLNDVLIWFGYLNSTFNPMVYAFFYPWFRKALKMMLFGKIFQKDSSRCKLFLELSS
#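 System: CHO-derived RD-HGA16 cells with stable Gα16 and human TAAR1. Times: 17-24 h plating, Fluo-8 75 min 37 °C, 30 min RT. Measured by: calcium-sensitive Fluo-8 signal, excitation 470-495, emission 515-575 nm. Read-out basis: % activation relative to PEA EC100 response. Control set: DMSO and PEA EC100. Repeats: no replicates (n 1).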
# CHO-K1 Ca PAM: nonselective activator or artifact in parental CHO-K1 calcium assay | ATP EC20, Fluo-8 calcium fluorescence; 0% at ATP EC20, 100% at ATP max | activation, % at 3 µM | actives 0.02% (n = 360,000) | AID 602247;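 active = activation above the run cutoff, the mean activation of all test compounds plus 3 SD, cut at about 40% in these data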;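 note: peak over basal fluorescence ratio in a 140 s read after ATP addition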
# TAAR1 antagonist: antagonists of human TAAR1 | CHO RD-HGA16 TAAR1, Fluo-8 calcium fluorescence, antagonist | inhibition, % at 3 µM | actives 1.5% (n = 360,000) | AID 624466;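 active = inhibition above a per-plate cutoff, the mean inhibition of test compounds on that plate plus 3 SD, cut at about 49% in these data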;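 note: 0% = DMSO plus EC80 beta-PEA response and 100% = DMSO alone without agonist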
#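 Test system – hTAAR1-expressing CHO RD-HGA16 cells, Gα16-coupled · Reagent – β-PEA at EC80 concentration, post-compound challenge · Compound dosing – 3 µM, single point · Timing – 140 s kinetic read after compound, 140 s after agonist · Detection – Fluo-8 intracellular calcium dye fluorescence, real-time kinetic reads · Control set – DMSO and EC80 PEA controls · Repeats – n of 1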
# CHO parental Ca: counter-screen: ATP calcium response change in parental CHO cells; inhibition, % at 5.6 µM; AID 463079; parental CHO-K1, ATP-induced calcium, Fluo-8 fluorescence; actives 0.63% (n = 330,000);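 active = inhibition above that plate's mean sample inhibition plus 3 SD, cut at about 26% in these data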;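 note: 0% = ATP-challenged DMSO wells and 100% = DMSO wells without ATP; some compounds past the cut are filed as inactive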
#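 material = parental CHO cells | also added = ATP as calcium-mobilizing challenge | dosing = single point at 5.6 µM | detection = intracellular calcium via Fluo-8 no-wash fluorescent dye | read-out = % inhibition | benchmarks = low control ATP plus DMSO, high control DMSO only | repeats = one well per compound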
# CHO-K1 Ca antag: M1 antagonist counterscreen hit in parental CHO-K1 cells | ATP-induced calcium, Fluo-8 fluorescence | inhibition, % at 3 µM | actives 0.6% (n = 360,000) | AID 602250;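 active = inhibition above a per-plate cutoff, the plate's mean sample inhibition plus 3 SD, cut at about 24% in these data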;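 note: 0% = DMSO plus EC80 ATP and 100% = DMSO alone without ATP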
# M1 ag: human M1 muscarinic receptor agonism; AID 588814; actives 0.33% (n = 360,000); activation, % at 3 µM; CHO-K1 hM1, Fluo-8 calcium fluorescence, agonist mode; 0% DMSO, 100% acetylcholine EC100;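 active = activation above the run's mean compound activation plus 3 SD, cut at about 16% in these data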;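 note: peak over basal fluorescence ratio within a 140 s kinetic read after compound addition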
# Target sequence (P11229 whole entry, looked up): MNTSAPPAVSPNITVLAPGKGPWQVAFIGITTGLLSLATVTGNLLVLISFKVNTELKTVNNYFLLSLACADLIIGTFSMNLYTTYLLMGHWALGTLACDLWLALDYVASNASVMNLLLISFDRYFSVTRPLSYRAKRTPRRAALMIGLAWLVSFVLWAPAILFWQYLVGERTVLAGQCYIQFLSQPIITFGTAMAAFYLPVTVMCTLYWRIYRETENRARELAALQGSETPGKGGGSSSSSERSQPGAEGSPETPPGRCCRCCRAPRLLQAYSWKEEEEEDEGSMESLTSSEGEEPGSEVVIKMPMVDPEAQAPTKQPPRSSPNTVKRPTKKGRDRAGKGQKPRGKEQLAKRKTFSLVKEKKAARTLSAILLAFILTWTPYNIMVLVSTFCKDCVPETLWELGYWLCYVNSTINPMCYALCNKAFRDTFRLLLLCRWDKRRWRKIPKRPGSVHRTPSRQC
# M1 ag parental: counter-screen for M1 agonists: effect in parental CHO-K1 cells; Fluo-8 calcium fluorescence; scaled to maximal ATP response, vehicle zero; activation, % at 3 µM; actives 0.48% (n = 360,000); in the data active = activation above about 15%;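 note: untransfected CHO-K1 host cells lacking M1 receptor as counterscreen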
# OXTR potentiator: potentiates the human oxytocin receptor response. activation, % at 3 µM. actives 0.061% (n = 320,000). P30559. CHO-OTR cells, Fluo-8 calcium fluorescence, potentiator mode; 0% = oxytocin EC15, 100% = EC100;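 active = activation above that plate's cutoff, the mean activation of tested compounds plus 3 SD, cut at about 6.6% in these data, passing the limit was not always enough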;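 note: 100% uses oxytocin at 75 nM as the full agonist control; some results filed as inactive read as strong as hits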
#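 System: human OTR in CHO cells; Also added: sub-maximal oxytocin, roughly EC15; Timing: compound 6 min at room temperature before oxytocin, 100 s read; Technique: Fluo-8 intracellular calcium fluorescence, ex 470-495, em 515-575 nm; Controls: oxytocin EC15 low and EC100 high; Replication: singlicate.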
# V1R ag counter: V1a receptor agonism, counter-screen for OXTR agonists; P37288; CHO-V1R cells, Fluo-8 calcium fluorescence, agonist mode; 0% DMSO, 100% 3 nM vasopressin; activation, % at 3 µM; actives 0.25% (n = 320,000); AID 2797;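 active = activation above the mean activation of all tested compounds plus 3 SD, per screening run, cut at about 20% in these data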;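 note: signal is peak over basal fluorescence ratio across a 100 second FLIPR read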
# Active calls of the source: *; x = no result given.
no.	SMILES	TAAR1 ag	CHO-K1 Ca PAM	TAAR1 antagonist	CHO parental Ca	CHO-K1 Ca antag	M1 ag	M1 ag parental	OXTR potentiator	V1R ag counter
1	CCOc1ccc(OCC(=O)NCCS(=O)(=O)N2CCN(c3ccccc3)CC2)cc1	1	12	-21	x	-8	-1	0.6	x	x
2	CCc1nc(N)nc2c1C(=O)CC(C)(C)C2	9	1	4	-6	7	10	-0.2	3	0.2
3	Cc1cc(NC(=O)CSc2nc3c([nH]c4ccccc43)c(=O)n2-c2cccc(C(F)(F)F)c2)no1	x	23	x	x	-3	-4	1.0	x	x
4	Clc1cnc(N/N=C/c2ccco2)c(Cl)c1	-1	22	-14	-15	-4	-6	0.4	4	-0.9
5	CC(=O)O[C@@]1(C)C[C@@H](O)[C@]2(O)C=CO[C@@H](O[C@@H]3O[C@H](CO)[C@@H](O)[C@H](O)[C@H]3O)[C@@H]21	5	4	-1	-6	-7	1	0.6	-3	0.8
6	COc1ccc(C(=O)Nc2ccc(Br)cc2F)cc1S(=O)(=O)N1CCCC1	1	2	-10	x	8	-5	3.5	x	x
7	COc1ccc(C(=O)CC(=O)Nc2ccc([N+](=O)[O-])cc2)cc1	2	13	-10	19	-3	0	4.8	-17	0.6
8	CCCc1cc2c(cc1NC(=O)c1ccco1)OCO2	-2	10	-12	-10	-7	-8	0.1	6	0.4
9	CN1C/C(=C/c2ccncc2)C(=O)/C(=C/c2ccncc2)C1	2	2	-15	-9	-11	-4	0.9	-9	-0.3
10	CN=c1scc(C)n1/N=C/c1ccc(O)c(O)c1O	1	17	-16	-5	-5	-2	0.1	-3	-0.6
11	O=C(Nc1nccs1)c1ccc(S(=O)(=O)N2CCOCC2)cc1	1	20	2	-7	-18	-4	2.3	-2	0.7
12	Cc1ccccc1C(=O)NC1CCN(C(=O)Nc2ccccc2Cl)CC1	4	8	-10	-3	-6	-7	0.1	-3	-0.5
13	O=c1[nH]c2ccccc2n1CCCOc1ccccc1	7	20	-18	0	-8	-1	0.9	-12	-0.8
14	Cc1oc2c(cc(NS(=O)(=O)c3ccc(Cl)cc3)c3ccccc32)c1C(=O)O	-1	17	6	x	-5	-4	0.8	x	x
15	Cc1c(C(=O)NCCC2=CCCCC2)sc2ncnc(N3CCCCC3C)c12 (configuration not stated)	1	28	17	-24	-17	-6	-0.4	-1	-1.1
16	COc1ccc(OC)c(C2C(C(=O)c3cccs3)=C(O)C(=O)N2c2cc(C)on2)c1 (configuration not stated)	4	12	-6	-1	-4	1	0.5	-7	0.2
17	COc1ccc(NC(=O)CCC(=O)c2cc(C)sc2C)cc1	0	15	0	x	9	-5	0.0	x	x
18	O=C(OCc1cccc([N+](=O)[O-])c1)c1ccncc1	3	15	7	-4	-7	-4	0.8	-8	0.9
19	COCCNC(=O)C1(C)CCCN(Cc2ccc(Oc3ccccc3)cc2)C1 (configuration not stated)	2	14	-7	x	-13	-8	1.8	x	x
20	CC[C@H](C)Cc1cn([C@@H](CCCN=C(N)N)C(=O)NCCCCCCCCCCC(=O)N2CCNCC2)nn1	11	-5	7	0	7	-14	-0.6	-9	-0.4
21	O=c1[nH]c(N2CCOCC2)nc2ncn(Cc3ccccc3)c12	13	18	5	0	-9	-4	0.3	1	-0.4
22	CCN(CC)C(=S)SCC(=O)c1ccc(Br)cc1	4	26	0	-17	-11	-10	1.5	-15	-0.6
23	CCC(=O)NC(c1ccccc1)c1c(OC(C)=O)ccc2ccccc12 (configuration not stated)	4	14	-11	-12	-14	-1	0.2	-3	-0.8
24	C/C(=N\NC(=O)c1nnn(-c2nonc2N)c1CN1CCC(C)CC1)c1cccc(Br)c1	-1	10	-26	-19	-18	-4	-0.1	-2	-0.2
25	CCN1CCN(Cc2c(OC)ccc3ccccc23)CC1	3	16	11	-14	-7	-8	0.8	-2	0.7
26	Cc1cccc(NC(=O)c2cc3ccccc3c(=O)o2)n1	0	14	-14	-10	-11	-3	0.0	-3	0.6
27	CC(C)(C)OC(=O)N1CCC(NC(=O)c2[nH]cnc2C(=O)Nc2ccc(Cl)cc2)CC1	11	9	3	-6	-14	1	0.2	1	-0.1
28	Cc1ccc(OCC(=O)Nc2ccc(S(=O)(=O)N(C)C3CCN(C)CC3)cc2)c(C)c1	14	13	-14	-7	-7	-3	3.8	-5	8.1
29	O=C(CSc1nnc(CNC(=O)c2ccco2)o1)Nc1ccc(Cl)cc1	0	17	-12	-13	-5	-1	0.0	-5	0.8
30	Cc1cccc(N2CCN(C(=O)COCc3cc(-c4ccc5c(c4)OCO5)on3)CC2)c1C	-1	-2	-19	-11	-6	-2	3.5	-8	0.7
31	O=S(=O)(NC1c2cccc3cccc(c23)C1Sc1ncccn1)c1ccc(Cl)cc1 (configuration not stated)	3	22	22	-6	-12	-4	1.3	-4	0.9
32	CC(C)OC(=O)c1c(NC(=O)c2ccco2)sc2c1CCCC2	-2	5	11	-18	-8	1	0.4	-5	0.2
33	O=C(NCCCn1ccnc1)c1ccc(Cl)cc1[N+](=O)[O-]	2	18	-2	-10	-6	-10	0.7	-15	0.3
34	CCOC(=O)N1CCN(S(=O)(=O)c2ccc(F)c(C(=O)Nc3ccc(C(C)C)cc3)c2)CC1	0	11	-14	-11	-10	-7	0.8	-9	2.3
35	Cc1cc2c(N)cccc2nn1	5	3	15	-11	10	0	-0.2	0	2.1
36	COc1ccc(Cl)cc1S(=O)(=O)n1c([N+](=O)[O-])cnc1C	1	5	-10	-6	-8	-3	0.5	-1	0.5
37	CCOC(=O)c1c(C)[nH]c(C(=O)CSc2nnnn2-c2ccccc2)c1C	2	26	-3	-2	-15	0	0.4	0	1.0
38	N#CCC(=O)N/N=C/c1cc(-c2ccccc2)n(-c2ccc(Cl)cc2)c1-c1ccccc1	-1	x	13	-10	x	x	x	-6	0.0
39	O=C(NCCOc1ccccc1)C1CCCN1C(=O)c1cccs1 (configuration not stated)	2	18	-6	-10	-4	-4	0.1	-7	1.3
40	COc1ccccc1-c1ncn(Cc2cccc(-c3ccccc3)c2)c1CC(C)C	1	1	-5	x	-11	x	0.8	x	x

# Individual results from the results shown.
# Entry of no. 34 under V1R ag counter: 2.3
# Entry of no. 35 under CHO parental Ca: -11
# Entry of no. 37 under TAAR1 antagonist: -3

# Further records.
no.	SMILES	TAAR1 ag	CHO-K1 Ca PAM	TAAR1 antagonist	CHO parental Ca	CHO-K1 Ca antag	M1 ag	M1 ag parental	OXTR potentiator	V1R ag counter
41	Cc1ccc(O)c(NC(=S)NC(=O)c2ccc(-c3ccc(Cl)cc3)o2)c1	3	-5	8	-19	10	-2	1.0	-6	1.8
42	CCOC(=O)C1CCCN(C(=O)CCc2ccccc2)C1 (configuration not stated)	7	7	-7	-3	1	-3	-0.1	3	0.3
43	O=C1NC(=S)NC1=Cc1ccc(Cl)cc1Cl	5	-14	-3	x	26*	-2	-0.5	x	x
44	CC1Oc2ccccc2N(CC(=O)Nc2ccc3c(c2)OCCO3)C1=O (configuration not stated)	6	-12	-2	-12	13	-5	0.6	-3	0.3
45	Cc1ccc(C(=O)N2CCCC(c3nc4c(nnn4Cc4ccccc4)c(=O)[nH]3)C2)cc1 (configuration not stated)	3	-9	-16	-18	4	-6	0.4	-1	0.2
46	Cc1ccc(C(C(=O)NC2CCCCC2)N(C(=O)CCCC(=O)Nc2ccccn2)c2ccc3c(c2)OCCO3)cc1 (configuration not stated)	5	18	9	-23	-6	-5	2.5	-9	-1.0
47	O=C(NCc1ccccc1)c1nc2ccccc2s1	1	9	-9	-5	-10	-1	1.0	0	-1.2
48	C[C@@H]1CN([C@@H](C)CO)C(=O)CCCn2nncc2CO[C@H]1CN(C)S(=O)(=O)c1cccs1	2	6	3	x	1	-6	0.9	x	x
49	CCn1c2ccccc2c2cc(NC(=O)C(=O)N3CCOCC3)ccc21	4	26	7	-24	-7	-12	0.4	-8	-0.8
50	CCOC(=O)Cc1nn(Cc2ccc(Cl)cc2)c(=O)c2ccccc12	9	9	-10	-27	-6	-7	1.1	-10	2.8

# Three compounds out of the list above, arranged by the number in OXTR potentiator, highest first:
item	SMILES	TAAR1 ag	TAAR1 antagonist	OXTR potentiator
47	O=C(NCc1ccccc1)c1nc2ccccc2s1	1	-9	0
49	CCn1c2ccccc2c2cc(NC(=O)C(=O)N3CCOCC3)ccc21	4	7	-8
50	CCOC(=O)Cc1nn(Cc2ccc(Cl)cc2)c(=O)c2ccccc12	9	-10	-10

# Further records.
no.	SMILES	TAAR1 ag	CHO-K1 Ca PAM	TAAR1 antagonist	CHO parental Ca	CHO-K1 Ca antag	M1 ag	M1 ag parental	OXTR potentiator	V1R ag counter
51	CCC1CCc2sc(C(=O)N3CCN(c4ccccn4)CC3)cc2C1 (configuration not stated)	8	-3	-30	-5	-11	-4	0.8	-8	-0.6
52	COc1ccc(N2CCc3c(C)nc4c(OC)cc(OC)cc4c32)c(OC)c1	9	-7	-1	-13	8	-6	1.9	-4	1.0
53	COc1cccc(-c2cc(C(F)(F)F)n3nc(C(=O)N4CCCCC4c4cccnc4)cc3n2)c1 (configuration not stated)	-3	12	-6	-8	-15	-5	5.0	-3	0.4
54	Cc1cc(Nc2cccc(Cl)c2)c2ccccc2n1	3	3	4	-9	-5	-4	5.8	-9	6.6
55	Cc1c(Cl)c([N+](=O)[O-])nn1CCCC(=O)Nc1sc2c(c1C(N)=O)CCC(C)C2 (configuration not stated)	5	2	3	2	-5	-3	-0.2	-11	1.0
56	COc1cc2c(C)nc3c(cnn3-c3ccccc3)c2cc1OC	7	4	3	4	5	-7	-0.4	-4	1.1
57	O=C(c1ccccn1)N1CCCC(N2CCN(c3ccccc3)CC2)C1 (configuration not stated)	4	13	-28	-2	-12	-2	-0.4	-8	0.9
58	O=C(CC(=O)NCc1ccc(Cl)cc1)NCc1ccc(Cl)cc1	-2	-9	-5	-19	6	-2	-0.1	-5	1.1
59	C[C@H](CO)N1C[C@H](C)[C@@H](CN(C)C(=O)Nc2ccc3c(c2)OCO3)Oc2c(cccc2N(C)C)C1=O	4	12	-13	-17	-13	-2	0.1	9	2.1
60	Cc1ccc(C(=O)NCC(=O)Nc2cccc(S(=O)(=O)NC3=NCCCCC3)c2)cc1C	12	19	-12	-26	-1	-9	1.6	-12	1.5
61	COc1cccc(C(=O)N2CCCc3ccccc32)c1OC	0	13	-11	x	-9	-3	0.0	x	x
62	COCCNC(=S)N(CCc1c(C)[nH]c2ccccc12)Cc1ccco1	4	2	11	-21	-5	-4	2.2	-8	0.9
63	CCN(CC)c1ccc(/C=C/c2cccc[n+]2C)c(OC)c1	10	-4	8	36*	17	2	9.6	-6	11
